High-throughput results as filed in PubChem BioAssay.
M1 ag: human M1 muscarinic receptor agonism. P11229. CHO-K1 hM1, Fluo-8 calcium fluorescence, agonist mode; 0% DMSO, 100% acetylcholine EC100. activation, % at 3 µM. 360,000 compounds, 0.33% hits;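 active means activation above the run's mean compound activation plus 3 SD, cut at about 16% in these data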;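 further: peak over basal fluorescence ratio within a 140 s kinetic read after compound addition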
M1 PAM: human CHRM1 positive allosteric modulation. P11229. CHO-K1 hM1, Fluo-8 calcium fluorescence, ACh EC20; 0% = ACh EC20, 100% = maximal ACh. activation, % at 3 µM. 360,000 compounds, 0.088% hits; in the data active means activation above about 19%, passing the limit was not always enough
TAAR1 antag: human TAAR1 antagonism. Q96RJ0. CHO RD-HGA16 TAAR1, Fluo-8 calcium fluorescence, antagonist. inhibition, % at 3 µM. 360,000 compounds, 1.5% hits. AID 624466;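 active means inhibition above a per-plate cutoff, the mean inhibition of test compounds on that plate plus 3 SD, cut at about 49% in these data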;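 further: 0% = DMSO plus EC80 beta-PEA response and 100% = DMSO alone without agonist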
Target sequence (Q96RJ0 whole entry, looked up): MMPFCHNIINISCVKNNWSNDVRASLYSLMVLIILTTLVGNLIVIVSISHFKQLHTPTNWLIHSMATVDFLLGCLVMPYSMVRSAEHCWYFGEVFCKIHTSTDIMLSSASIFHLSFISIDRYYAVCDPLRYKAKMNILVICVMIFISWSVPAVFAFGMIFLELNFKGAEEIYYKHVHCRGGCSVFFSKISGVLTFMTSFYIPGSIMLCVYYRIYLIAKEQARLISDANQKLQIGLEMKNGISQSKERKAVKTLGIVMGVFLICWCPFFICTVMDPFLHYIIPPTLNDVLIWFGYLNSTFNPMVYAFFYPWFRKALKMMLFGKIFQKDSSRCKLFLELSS
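System: RD-HGA16 CHO cells with stable hTAAR1 and Gα16 | Probe or stimulus: EC80 β-phenethylamine stimulus | Dosing: 3 µM, single point | Times: Dye loading 75 min at 37 °C, then 30 min room temperature | Measured by: Fluo-8 calcium-sensitive fluorescence | Read-out basis: % inhibition of agonist calcium response | Replicates: n of 1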
OXTR potentiator: potentiators of human oxytocin receptor. P30559. CHO-OTR cells, Fluo-8 calcium fluorescence, potentiator mode; 0% = oxytocin EC15, 100% = EC100. activation, % at 3 µM. 320,000 compounds, 0.061% hits. AID 2445;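 active means activation above that plate's cutoff, the mean activation of tested compounds plus 3 SD, cut at about 6.6% in these data, passing the limit was not always enough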;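 further: 100% uses oxytocin at 75 nM as the full agonist control; some results filed as inactive read as strong as hits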
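Replication – single well per compound, singlicate · Assay system – CHO cell line stably expressing human OTR · Timing – 6 min pre-incubation, 100 s read · Measure – normalized max/min fluorescence ratio, % activation · Doses – 3.0 µM, one dose · Detection – Fluo-8 calcium dye fluorescence · Probe or stimulus – oxytocin near EC15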
CHO parental Ca: counter-screen for OX1R antagonists: effect in parental CHO cells; parental CHO-K1, ATP-induced calcium, Fluo-8 fluorescence; inhibition, % at 5.6 µM; 330,000 compounds, 0.63% hits; AID 463079;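 active means inhibition above that plate's mean sample inhibition plus 3 SD, cut at about 26% in these data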;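 further: 0% = ATP-challenged DMSO wells and 100% = DMSO wells without ATP; some compounds past the cut are filed as inactive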
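Assay system – parental CHO cells · Reagent – ATP stimulus · Detection – intracellular calcium via Fluo-8 no-wash fluorescent dye · Evaluation – percent inhibition of ATP-evoked calcium rise, normalized to controls · Controls – ATP wells versus no-ATP DMSO wells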
TAAR1 agonist: agonists of human TAAR1; Q96RJ0; CHO RD-HGA16 TAAR1, Fluo-8 calcium fluorescence; vehicle wells 0%, saturating PEA agonist 100%; activation, % at 3 µM; 360,000 compounds, 0.99% hits; AID 624467;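 active means activation above the mean activation of all test compounds in the run plus 3 SD, cut at about 38% in these data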
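Benchmarks: low control DMSO, high control PEA (EC100); System: CHO RD-HGA16 cells carrying human TAAR1 plus Gα16; Detection: Fluo-8 fluorescence, 5 s baseline then 140 s kinetic read; Schedule: 17-24 h plating, Fluo-8 75 min 37 °C, 30 min RT; Read-out basis: % activation from peak over basal fluorescence ratio, DMSO-to-PEA scaled.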
V1R ag counter: V1a receptor agonism, counter-screen for OXTR agonists; CHO-V1R cells, Fluo-8 calcium fluorescence, agonist mode; 0% DMSO, 100% 3 nM vasopressin; P37288; 320,000 compounds, 0.25% hits; activation, % at 3 µM;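 active means activation above the mean activation of all tested compounds plus 3 SD, per screening run, cut at about 20% in these data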;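 further: signal is peak over basal fluorescence ratio across a 100 second FLIPR read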
Target sequence (P37288 whole entry, looked up): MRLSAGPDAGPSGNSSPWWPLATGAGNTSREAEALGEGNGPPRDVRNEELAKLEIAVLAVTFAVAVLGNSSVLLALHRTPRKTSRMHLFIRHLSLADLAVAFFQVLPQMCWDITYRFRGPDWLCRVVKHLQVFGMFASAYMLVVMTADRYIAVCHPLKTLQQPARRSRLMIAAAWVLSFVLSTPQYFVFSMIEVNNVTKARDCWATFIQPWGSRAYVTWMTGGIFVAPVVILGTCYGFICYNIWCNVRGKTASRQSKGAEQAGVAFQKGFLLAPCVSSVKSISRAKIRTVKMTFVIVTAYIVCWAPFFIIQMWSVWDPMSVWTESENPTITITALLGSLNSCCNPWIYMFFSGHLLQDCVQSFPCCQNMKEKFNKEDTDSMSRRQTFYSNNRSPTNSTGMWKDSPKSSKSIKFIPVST
CHRM1 antagonist: antagonists of human M1 muscarinic receptor. inhibition, % at 3 µM. 360,000 compounds, 1.3% hits. CHO-K1 hM1, Fluo-8 calcium fluorescence, ACh EC80 antagonist. P11229;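 active means percent inhibition above its own plate's cutoff, namely the mean of that plate's compound wells plus 3 SD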;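 further: peak over basal fluorescence ratio during 140 s after agonist addition; 0% = ACh EC80 plus DMSO and 100% = DMSO alone without agonist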
OXTR agonist: activates the human oxytocin receptor; CHO-OTR cells, Fluo-8 calcium fluorescence; normalized: DMSO 0%, oxytocin 100%; activation, % at 3 µM; 320,000 compounds, 0.32% hits; AID 2435;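 active means activation above the mean of all tested compounds plus 3 SD, cutoff set per screening run, cut at about 20% in these data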;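 further: peak over basal fluorescence ratio from a 100 s FLIPR kinetic read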
Numbers without * were called inactive; . = no result given. Not a hit list. About 3.7% of those tested had a hit in this group.

1) CCN(c1ccccc1)S(=O)(=O)c1ccc2[nH]c(=O)c(=O)[nH]c2c1
2) CNc1nc(-c2c(C)[nH]c3ccc(OC)cc23)cs1
3) S=C(Nc1ccc(Cl)cc1)Nc1ccc2cn[nH]c2c1
4) COc1cccc(NC(=O)C(=O)NCc2ccncc2)c1
5) CCOc1ccc2sc(NS(=O)(=O)c3ccc(OC)c(OC)c3)nc2c1
6) CCCc1nc2sc3ccccc3c(=O)c2c(=O)n1Cc1ccc(OC)cc1

screen / no.	1	2	3	4	5	6
M1 ag	-7	0	-1	-6	-4	7
M1 PAM	-5	18	2	5	7	3
TAAR1 antag	5	-16	39	-13	-2	-25
OXTR potentiator	-3	-14	-19	-6	6	3
CHO parental Ca	-11	-5	7	-6	-9	-15
TAAR1 agonist	-2	6	15	1	-1	2
V1R ag counter	0.0	0.5	0.5	-0.2	-0.5	-0.2
CHRM1 antagonist	14	-17	2	-2	-6	-7
OXTR agonist	-0.3	-0.5	1.2	-1.1	-0.1	-0.9

7) COc1ccccc1NC(=O)C(=O)NCC(c1ccco1)N1CCc2ccccc2C1 (stereo not given)
8) O=C(COC(=O)[C@@H]1CCCN1C(=O)c1cccs1)Nc1cccc(Cl)c1
9) Cc1nc(NC(=O)c2ccc(F)cc2)nc2cc3c(cc12)OCO3
10) O=C(Nc1ccccc1F)C(=O)c1cn(CC(=O)N2CCCCC2)c2ccccc12
11) C=CCCO[C@@H]1O[C@@H](C)[C@H](O)C[C@H]1O
12) C=C(C)CNC(=S)N/N=C1\CCCCc2ccccc21

screen / no.	7	8	9	10	11	12
M1 ag	-6	-3	4	-6	-1	-9
M1 PAM	-6	0	3	9	8	9
TAAR1 antag	25	15	-1	-12	-2	5
OXTR potentiator	-8	-9	-2	-1	-2	-9
CHO parental Ca	2	-22	-7	-18	-2	-13
TAAR1 agonist	83*	12	2	3	3	17
V1R ag counter	-0.1	1.1	-0.3	-1.0	-0.6	-0.9
CHRM1 antagonist	6	-6	-29	-12	-8	-12
OXTR agonist	-0.2	3.9	-0.1	-1.3	1.2	-1.6

13) Nc1ccccc1C(=O)N/N=C1\C2CN3CCN(C2)CC1(c1ccccc1)C3
14) Cc1ccc(SCC(=O)Nc2cccc(C(=O)NC(C)(C)C)c2)cc1
15) O=C(C1CCCO1)N1CCN(C(=S)Nc2cc(F)cc(F)c2)CC1 (stereo not given)
16) O=C(CSc1nc2ccccc2c(=O)n1CCCN1CCOCC1)Nc1ccc2c(c1)OCO2
17) O=S(=O)(/N=C(/Nc1cccc2ccccc12)c1ccc(F)cc1)c1ccccc1
18) CCOc1ccc(Nc2nc(N)c([N+](=O)[O-])c(N3CCOCC3)n2)cc1

screen / no.	13	14	15	16	17	18
M1 ag	-5	0	-1	-11	-4	-3
M1 PAM	2	8	2	3	-7	-3
TAAR1 antag	13	-11	-20	0	-34	32
OXTR potentiator	14*	-9	-8	-5	-8	3
CHO parental Ca	-5	-15	1	-7	-18	-17
TAAR1 agonist	-3	-2	4	14	5	6
V1R ag counter	0.3	1.4	-0.6	0.2	-2.1	0.2
CHRM1 antagonist	-6	-22	6	-3	8	5
OXTR agonist	0.5	0.0	0.3	0.4	-2.8	-1.6

19) Cc1ccc(C(C(=O)NCC2CCCO2)N(C(=O)c2snc(C(N)=O)c2N)c2ccc3c(c2)OCCO3)cc1 (stereo not given)
20) COc1ccc(C2CCc3cc(OC)c(OC)cc3C2NC=O)cc1OC (stereo not given)
21) O=C(c1ccc(F)cc1)N1CCCC(c2nc(-c3cccs3)no2)C1 (stereo not given)
22) O=C1CCCN1CCCNCC(O)c1ccccc1 (stereo not given)
23) O=C(Nc1ccc2c(c1)OCO2)N1CCN(c2ncc(C(F)(F)F)cc2Cl)CC1
24) COC(=O)c1ccccc1N=NNc1ccc([N+](=O)[O-])cc1

screen / no.	19	20	21	22	23	24
M1 ag	0	-1	-4	-6	-2	-1
M1 PAM	1	4	6	8	-5	9
TAAR1 antag	17	-20	-18	0	39	-4
OXTR potentiator	-9	.	-7	3	-10	.
CHO parental Ca	-23	.	-19	-6	-9	.
TAAR1 agonist	6	2	7	0	7	1
V1R ag counter	4.4	.	0.8	0.3	9.1	.
CHRM1 antagonist	-3	-8	-7	-15	11	-6
OXTR agonist	3.0	.	-0.2	0.2	1.8	.

25) Cc1ccc(NC(=O)c2ccco2)c(NC(=O)c2ccc(Cl)cc2)c1
26) O=C(OCC(=O)N(CCc1ccccc1)Cc1ccccc1)c1ccc(F)c(S(=O)(=O)N2CCOCC2)c1
27) Cc1ccc(/C=N/NC(=O)c2nnn(-c3nonc3N)c2CN(C)C)o1
28) CCOc1ccccc1NC(=O)CCS(=O)(=O)c1ccc2c(c1)CC(C)N2C(C)=O (stereo not given)
29) C[C@@H]1CCCCO[C@H](CN(C)Cc2ccc(C(=O)O)cc2)[C@@H](C)CN([C@H](C)CO)C(=O)c2cc(N(C)C)ccc2O1
30) O=C(CSc1nnc(-c2ccccc2Cl)n1Cc1ccco1)Nc1ccc2c(c1)OCCO2

screen / no.	25	26	27	28	29	30
M1 ag	-1	-4	-4	-4	-2	-3
M1 PAM	13	-1	2	1	7	3
TAAR1 antag	22	26	1	-4	-17	13
OXTR potentiator	-8	.	-11	-5	.	-3
CHO parental Ca	-14	.	-3	-19	.	-19
TAAR1 agonist	1	1	-2	1	0	2
V1R ag counter	2.0	.	0.9	-0.2	.	0.6
CHRM1 antagonist	-11	-2	-2	0	-9	-6
OXTR agonist	1.8	.	0.6	0.0	.	-0.7

7 entries from above, ordered by length of the SMILES, high to low:
26) O=C(OCC(=O)N(CCc1ccccc1)Cc1ccccc1)c1ccc(F)c(S(=O)(=O)N2CCOCC2)c1
28) CCOc1ccccc1NC(=O)CCS(=O)(=O)c1ccc2c(c1)CC(C)N2C(C)=O (stereo not given)
23) O=C(Nc1ccc2c(c1)OCO2)N1CCN(c2ncc(C(F)(F)F)cc2Cl)CC1
25) Cc1ccc(NC(=O)c2ccco2)c(NC(=O)c2ccc(Cl)cc2)c1
21) O=C(c1ccc(F)cc1)N1CCCC(c2nc(-c3cccs3)no2)C1 (stereo not given)
24) COC(=O)c1ccccc1N=NNc1ccc([N+](=O)[O-])cc1
22) O=C1CCCN1CCCNCC(O)c1ccccc1 (stereo not given)

screen / no.	26	28	23	25	21	24	22
M1 ag	-4	-4	-2	-1	-4	-1	-6
M1 PAM	-1	1	-5	13	6	9	8
TAAR1 antag	26	-4	39	22	-18	-4	0
OXTR potentiator	.	-5	-10	-8	-7	.	3
CHO parental Ca	.	-19	-9	-14	-19	.	-6
TAAR1 agonist	1	1	7	1	7	1	0
V1R ag counter	.	-0.2	9.1	2.0	0.8	.	0.3
CHRM1 antagonist	-2	0	11	-11	-7	-6	-15
OXTR agonist	.	0.0	1.8	1.8	-0.2	.	0.2

(next part)
31) O=C(COC(=O)CC1c2ccccc2CCN1S(=O)(=O)c1ccccc1)Nc1ccccc1 (stereo not given)
32) O=C(c1cc2c(=O)n3ccccc3nc2s1)N1CCN(c2cccc(Cl)c2)CC1
33) CSCC(O)Cn1[nH]c(=O)c2cc(Cl)c(Cl)cc2c1=O (stereo not given)
34) CCOC(=O)N1CCN(C(=O)C2CCCN(S(=O)(=O)c3ccccc3)C2)CC1 (stereo not given)
35) O=C1N/C(=N/N=C/c2ccc(F)cc2)SC1c1ccccc1 (stereo not given)
36) CCN1CCN(C(c2cccs2)C(C)NS(=O)(=O)c2ccc(F)cc2)CC1 (stereo not given)

screen / no.	31	32	33	34	35	36
M1 ag	-6	-8	-4	-3	0	-9
M1 PAM	1	-8	0	15	0	2
TAAR1 antag	22	12	-27	10	-30	-26
OXTR potentiator	-6	-13	-3	-5	-2	-4
CHO parental Ca	-12	-17	-2	-23	-7	-9
TAAR1 agonist	5	4	7	2	0	3
V1R ag counter	0.2	3.9	0.5	-0.4	-0.8	0.5
CHRM1 antagonist	2	0	2	-14	-6	-7
OXTR agonist	-1.1	-1.5	-1.1	0.3	-0.2	0.1

37) COc1ccccc1C(=O)Nc1ccc2c(c1)CN(Cc1cnc(C)s1)CC2
38) CCOC(=O)C1=CCC(c2ccccc2C)N(S(=O)(=O)c2ccc(C)cc2)C1 (stereo not given)
39) O=C(CSCCO)Nc1nccs1
40) COc1ccc(-c2nnc(SCC(=O)N3CCCC3)o2)cc1OC
41) Cc1ccc(C(=O)NC2CCN(C(=O)NC3CCCCC3)CC2)cc1
42) CCOC(=O)c1c(C)nc(C)c(C(=O)OCC)c1-c1ccccc1
43) C=C(C)C(C)(C#CCN1CCCC1)OC(C)=O (stereo not given)
44) COc1ccc(N=C(c2ccccc2)c2c(C)[nH]n(-c3ccccc3)c2=O)c(OC)c1

screen / no.	37	38	39	40	41	42	43	44
M1 ag	-7	-5	-2	.	-3	-6	-4	-2
M1 PAM	10	-12	4	.	4	5	-16	-1
TAAR1 antag	7	2	0	.	1	.	7	-24
OXTR potentiator	-12	.	-8	-6	.	-2	-8	-8
CHO parental Ca	-14	.	-1	12	.	-25	3	-27
TAAR1 agonist	4	2	12	.	8	.	4	-1
V1R ag counter	-0.5	.	0.4	0.1	.	-1.6	-0.4	-0.6
CHRM1 antagonist	-18	8	-16	.	-8	-2	27	-6
OXTR agonist	-0.5	.	0.3	1.1	.	-1.2	-0.2	0.1
